Pf Dd2 inh: qHTS Primary assay for Inhibitors of Plasmodium falciparum Dd2 growth in vitro. hit rate 4.3% among 120,000. AID 1347417, 2020. P. falciparum Dd2 growth, SYBR Green, 72 h. Potency, µM (series often up to 28.9 µM), for inactives: top-dose activity, negative = inhibition, usual class: inhibitors; active means well fitted inhibition curve with a large enough effect; inconclusive means small, poorly fitted or top-dose-only effect; inactive means no such curve, though single readings can be large or run the other way;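 further: plate controls were DMSO vehicle for no effect and reference drug for full effect; nearly all actives have a fitted effect of over 65% in size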
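Readout: SYBR Green fluorescence, 485 nm excitation, 535 nm emission, after ~16 h lysis at 37C. Before that, Dd2-infected red cells (2.5% hematocrit) grew 72 h with compound, 29 uM top final concentration.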
Numbers without * were called inactive; [ ] = remark or other dose. Potency means the concentration at half of the fitted maximal effect.

Results for CCS(=O)(=O)NCC(c1ccco1)N1CCN(c2ccccc2)CC1 (configuration not stated) ?
Pf Dd2 inh: -5.5%

How did COc1ccc(CCC(=O)N2Cc3ccccc3OC3(CCN(C)CC3)C2)cc1 do in these assays?
Pf Dd2 inh: inconclusive

Results for O=C(COc1ccccc1Cl)N1CCN(CCc2ccccn2)CC1 ?
Pf Dd2 inh: 94.1%[activator]

How did COc1ccc(CNC(=O)c2cc3c(=O)[nH]c4ccccc4c3s2)cc1 do in these assays?
Pf Dd2 inh: 28.1%

What do the screens show for `CSc1cccc(NC(=O)CC(c2cccs2)N2Cc3ccccc3C2=O)c1` (configuration not stated)?
Pf Dd2 inh: -16.4%

What do the screens show for `COCCn1c(Cn2c(C)cc(=O)n(C)c2=O)nnc1C1CC(N)C1` (configuration not stated)?
Pf Dd2 inh: -2.3%

What do the screens show for `O=C(NC1CCCCC1)N1CCCC(Cn2cnc3cccnc32)C1` (configuration not stated)?
Pf Dd2 inh: inactive

What do the screens show for `COc1ccc(-n2nc3cc(C)c(NC(=O)c4ccc(-c5ccc(Cl)cc5)o4)cc3n2)cc1`?
Pf Dd2 inh: 27.8%

Results for Cc1cccc(OCC(=O)Nc2ccc3c(c2)nc(CCNC(=O)c2ccco2)n3C)c1 ?
Pf Dd2 inh: inconclusive

How did CCN1c2cc(C(=O)N3CCN(c4ccc(C)cc4)CC3)ccc2C(=O)N2CCCCC21 (configuration not stated) do in these assays?
Pf Dd2 inh: inactive

How did FC(F)(F)c1cccc(C2=NOC3(CCCN(Cc4ccccc4)C3)C2)c1 (configuration not stated) do in these assays?
Pf Dd2 inh: -17.1%

Results for CCOc1cc(C(=O)NCc2nc(-c3cccc(C)c3)no2)cc(OCC)c1OCC ?
Pf Dd2 inh: 0.0%

What do the screens show for `Cc1ccc(-c2noc([C@@H]3CCCN3C(=O)c3ccc(C)nc3)n2)cc1`?
Pf Dd2 inh: inactive

How did CC(C)c1nc2c(c(-c3ccc(Cl)cc3)n1)CCN(C(=O)c1ccc(C(F)(F)F)cc1)CC2 do in these assays?
Pf Dd2 inh: 10µM*

What do the screens show for `C=C(C)Cn1c(SCC(=O)c2ccc(Br)cc2)nc2sc3c(c2c1=O)CCCC3`?
Pf Dd2 inh: 12.4%

Results for COc1ncccc1-c1cnc2[nH]cc(CC(=O)Nc3ccccn3)c2c1 ?
Pf Dd2 inh: inactive

Results for O=C(COCc1cc(-c2ccco2)on1)Nc1cccc(O)c1 ?
Pf Dd2 inh: -8.8%

What do the screens show for `Cc1ccc(C)n1-c1nnc(N2CCC(C(=O)NCc3ccc(F)cc3)CC2)s1`?
Pf Dd2 inh: -8.7%

Results for CCCn1cc(CNc2cc(CC)nc3c(C)c(C)nn23)cn1 ?
Pf Dd2 inh: inactive

What do the screens show for `Cc1ccc(C2Cn3nnc(-c4nc(-c5ccc(F)cc5)no4)c3CO2)c(C)c1` (configuration not stated)?
Pf Dd2 inh: -20.0%

How did CCN1CCN(c2cc(C)c3cc(NC(=O)c4cc(OC)cc(OC)c4)ccc3n2)CC1 do in these assays?
Pf Dd2 inh: 0.398µM*

What do the screens show for `COc1ccc2[nH]c(C(=O)N3CCn4nc(CO)cc4C3)c(C)c2c1`?
Pf Dd2 inh: -6.0%

What do the screens show for `O=C(NCCN1CCOC1=O)c1cc(COc2ccccc2F)[nH]n1`?
Pf Dd2 inh: -10.5%

What do the screens show for `CCn1c2ccccc2c2nnc(N3CCN(c4cccc(Cl)c4)CC3)nc21`?
Pf Dd2 inh: -4.2%

What do the screens show for `CC(C)=CC(=O)N1CC[C@H](NC(=O)NC2CCCCC2)[C@H]1C(=O)N[C@H](Cc1c[nH]c2ccccc12)C(N)=O`?
Pf Dd2 inh: 10.2%

What do the screens show for `Cc1ccc(C2Cn3nnc(-c4noc(-c5ccc(N(C)C)cc5)n4)c3CO2)cc1` (configuration not stated)?
Pf Dd2 inh: -24.1%

What do the screens show for `CC(C)Cc1ccc(S(=O)(=O)N2CCC(c3ccncc3)CC2)cc1`?
Pf Dd2 inh: inconclusive

What do the screens show for `c1ccc2[nH]c([C@H]3CCN(CC4CCCCC4)C3)nc2c1`?
Pf Dd2 inh: -11.3%[44.1 µM]

What do the screens show for `COCCO[C@H]1C(=O)N(C2CCN(S(=O)(=O)c3ccccc3)CC2)[C@H]1c1ccncc1`?
Pf Dd2 inh: inactive

What do the screens show for `CCCCC12CN3CC(C)(CN(C1)C3c1ccccn1)C2=O` (configuration not stated)?
Pf Dd2 inh: inconclusive

Already shown: entries from further up.
What do the screens show for `Cc1ccc(C2Cn3nnc(-c4nc(-c5ccc(F)cc5)no4)c3CO2)c(C)c1` (configuration not stated)?
Pf Dd2 inh: -20.0%

How did CCN1CCN(c2cc(C)c3cc(NC(=O)c4cc(OC)cc(OC)c4)ccc3n2)CC1 do in these assays?
Pf Dd2 inh: 0.398µM*

What do the screens show for `COc1ccc2[nH]c(C(=O)N3CCn4nc(CO)cc4C3)c(C)c2c1`?
Pf Dd2 inh: -6.0%

What do the screens show for `O=C(NCCN1CCOC1=O)c1cc(COc2ccccc2F)[nH]n1`?
Pf Dd2 inh: -10.5%

What do the screens show for `CCn1c2ccccc2c2nnc(N3CCN(c4cccc(Cl)c4)CC3)nc21`?
Pf Dd2 inh: -4.2%

What do the screens show for `CC(C)=CC(=O)N1CC[C@H](NC(=O)NC2CCCCC2)[C@H]1C(=O)N[C@H](Cc1c[nH]c2ccccc12)C(N)=O`?
Pf Dd2 inh: 10.2%

What do the screens show for `Cc1ccc(C2Cn3nnc(-c4noc(-c5ccc(N(C)C)cc5)n4)c3CO2)cc1` (configuration not stated)?
Pf Dd2 inh: -24.1%

What do the screens show for `CC(C)Cc1ccc(S(=O)(=O)N2CCC(c3ccncc3)CC2)cc1`?
Pf Dd2 inh: inconclusive

What do the screens show for `c1ccc2[nH]c([C@H]3CCN(CC4CCCCC4)C3)nc2c1`?
Pf Dd2 inh: -11.3%[44.1 µM]

What do the screens show for `COCCO[C@H]1C(=O)N(C2CCN(S(=O)(=O)c3ccccc3)CC2)[C@H]1c1ccncc1`?
Pf Dd2 inh: inactive

What do the screens show for `CCCCC12CN3CC(C)(CN(C1)C3c1ccccn1)C2=O` (configuration not stated)?
Pf Dd2 inh: inconclusive

Next part:
How did Cc1ccccc1S(=O)(=O)N1CCCC(CCC(=O)NCc2ccc(F)cc2)C1 (configuration not stated) do in these assays?
Pf Dd2 inh: -8.1%

Results for COc1ccccc1-n1ncc2c(=O)[nH]c(SCC(=O)Nc3cccc(F)c3)nc21 ?
Pf Dd2 inh: 65.1%[activator]

Results for O=C(C1CCN(S(=O)(=O)c2cccs2)CC1)N1CCN(c2ccccc2F)CC1 ?
Pf Dd2 inh: -7.3%

Results for COc1cccc(C(=O)N2C[C@@H](CO)[C@H](c3nc(C4CC4)no3)C2)c1 ?
Pf Dd2 inh: 3.2%

How did COc1cc(C)c(-c2nc(Cn3cccn3)c(C)o2)cc1C do in these assays?
Pf Dd2 inh: -14.6%

What do the screens show for `COC(=O)c1ccc(Oc2nc3c(c(=O)n(C)c(=O)n3C)n2Cc2ccc(Cl)c(Cl)c2)cc1`?
Pf Dd2 inh: 10.7%

Results for CCn1cc(-c2ccc(OC)cc2)cc1C(=O)NCC(=O)OC ?
Pf Dd2 inh: inactive

Results for Cc1ccc(-n2c(=O)c3c(c4cc(C)ccc4n3C)n(Cc3ccc(F)cc3)c2=O)cc1 ?
Pf Dd2 inh: inactive

Results for COc1ccc(OC)c(NS(=O)(=O)c2ccc3[nH]c4c(c3c2)CCCCC4)c1 ?
Pf Dd2 inh: -9.3%

What do the screens show for `Cc1ccc2nc(CN3CCN(S(=O)(=O)c4ccc(C(C)C)cc4)CC3)oc2c1`?
Pf Dd2 inh: inactive

How did COc1nccnc1NC1CCN(C(=O)Cc2ccccc2F)CC1 do in these assays?
Pf Dd2 inh: inactive[5.79 µM]

How did O=C(Nc1nccs1)c1ccc2c(c1)OCCN(c1cccc(OC(F)(F)F)c1)C2 do in these assays?
Pf Dd2 inh: -8.2%[44.1 µM]

Results for CCC(=O)Nc1ccccc1-c1nc2ccccc2n(CC(=O)Nc2ccccc2OC)c1=O ?
Pf Dd2 inh: 2.6%

What do the screens show for `O=C(NCCCN1CCOCC1)c1cccc2c1CCN2C(=O)Nc1ccc(F)cc1`?
Pf Dd2 inh: inconclusive

How did Cc1cc(=O)n(CC(=O)Nc2cccc(C#N)c2)c(N2CCc3ccccc3C2)n1 do in these assays?
Pf Dd2 inh: inconclusive

How did COc1cc(NS(=O)(=O)c2ccc3c(c2)OCC(C(=O)N2CCCC2)O3)cc(OC)c1 (configuration not stated) do in these assays?
Pf Dd2 inh: -28.3%

What do the screens show for `CCOc1ccc(C(=O)NC(C)C(=O)N2CCN(c3ccccn3)CC2)cc1` (configuration not stated)?
Pf Dd2 inh: inactive

What do the screens show for `CCN1c2cc(C(=O)Nc3ccc(Br)c(C)c3)ccc2C(=O)N2CCCCC21` (configuration not stated)?
Pf Dd2 inh: 5.62µM*

How did Cc1ccc(-n2nc3c(N4CCC(C(=O)NC5CCCCC5)CC4)nnc(C)c3c2C)cc1 do in these assays?
Pf Dd2 inh: 9.7%

Results for Cc1ccc(NS(=O)(=O)c2ccc3c(c2)C(C(C)C)C(=O)N3)cc1C (configuration not stated) ?
Pf Dd2 inh: inactive

What do the screens show for `NC(=O)C1CCN([C@H]2[C@@H]3OC[C@@H](O3)[C@@H](NCc3ccc(OC(F)(F)F)cc3)[C@@H]2O)CC1`?
Pf Dd2 inh: -5.4%

What do the screens show for `COc1cccc(C2c3c(-c4ccccc4O)n[nH]c3C(=O)N2Cc2cccnc2)c1` (configuration not stated)?
Pf Dd2 inh: inconclusive

Results for Cc1ccc(C(=O)NCc2nnc3c(-c4nc(C(C)C)no4)cccn23)cc1C ?
Pf Dd2 inh: -10.8%

How did COC(=O)[C@H](NC(=O)[C@@H]1C[C@@H](NC(=O)Nc2cccc(F)c2)CCN1C(=O)CCC(=O)O)C(C)C do in these assays?
Pf Dd2 inh: -6.9%

How did Cc1ccc(SCC(=O)Nc2ccc3oc(-c4ccccc4F)nc3c2)cc1 do in these assays?
Pf Dd2 inh: -10.5%

What do the screens show for `CN(Cc1ccc(F)cc1)C(=O)c1ccc(C(F)(F)F)cc1`?
Pf Dd2 inh: -1.6%[44.1 µM]

What do the screens show for `CC(C)c1ccc(Cc2cnc(NC(=O)c3ccc4c(c3)CC(c3ccccc3)OC4=O)s2)cc1` (configuration not stated)?
Pf Dd2 inh: 1.1%

What do the screens show for `CC(=O)N1CCCCCC1c1nc(C2CC2)no1` (configuration not stated)?
Pf Dd2 inh: -1.4%

Results for C#CCNC(=O)[C@H]1O[C@H](CCN(C)CCc2ccccc2)CC[C@@H]1O ?
Pf Dd2 inh: inconclusive

What do the screens show for `O=C(NCc1nnc2ccc(-c3ccccc3)nn12)c1ccc(Cl)s1`?
Pf Dd2 inh: -5.1%

How did Cc1cccc(OC(=O)CSc2nnc(-c3cccs3)o2)c1C do in these assays?
Pf Dd2 inh: 19.2%

How did CC1=C(C(=O)N2CC(c3noc(COc4ccc(C)cc4)n3)C2)C2(CCCCC2)OC1=O do in these assays?
Pf Dd2 inh: -34.8%

How did O=C(NCC1CC1)c1cn(C2CN(C(=O)Nc3ccc4c(c3)OCCO4)C2)nn1 do in these assays?
Pf Dd2 inh: 5.7%

How did CCc1nn(CC(=O)Nc2c(C)cc(C)cc2C)c(=O)c2cc3sccc3n12 do in these assays?
Pf Dd2 inh: -7.6%

What do the screens show for `c1ccc(-c2cnc3n[nH]c(-c4ccc5c(c4)OCO5)c3n2)cc1`?
Pf Dd2 inh: 35.4%[activator][44.1 µM]

What do the screens show for `O=C(NCc1cccc(Cl)c1)c1cc2c(s1)-c1ccccc1SC2`?
Pf Dd2 inh: 25.4%

What do the screens show for `Cc1cnc(C(=O)NC2C[C@H]3CC[C@@H](C2)N3C(=O)c2ccc(OC(F)(F)F)cc2)cn1` (some centres not stated)?
Pf Dd2 inh: -23.6%

How did Cc1nonc1CN(C)C(=O)c1csc2nc(-c3cccc(C(F)(F)F)c3)cn12 do in these assays?
Pf Dd2 inh: inconclusive

How did COc1cc(CN2C[C@@H](CO)[C@H](c3ccncc3)C2)ccc1F do in these assays?
Pf Dd2 inh: inconclusive

Results for O=C(COc1ccccc1)N1CCC([C@@H]2CNC[C@H]2CO)CC1 ?
Pf Dd2 inh: 11.2%

What do the screens show for `CCCC1(CO)CCCN(Cc2cc(-c3ccc(C)cc3)no2)C1` (configuration not stated)?
Pf Dd2 inh: inconclusive

Results for Cc1ccc(Oc2c(CCC(=O)NC(C)C)c(C)nn2-c2ccccc2)cc1 ?
Pf Dd2 inh: inconclusive

Results for COC1CCOC2(CCN(C(=O)c3cccc(C)c3)CC2)C1 (configuration not stated) ?
Pf Dd2 inh: inactive

What do the screens show for `O=C(NCc1ccccc1)[C@H]1CN2CCC1C[C@@H]2Cn1cc(-c2ccccc2)nn1` (some centres not stated)?
Pf Dd2 inh: inconclusive

Results for COc1ccc(NC(=O)CCCOc2cc(=O)n(C)c3ccccc23)c(OC)c1 ?
Pf Dd2 inh: 54.0%[activator]

What do the screens show for `O=C(NCc1cnccn1)c1ccc(-c2ncc3cnc(-c4cccc(F)c4)cn23)cc1`?
Pf Dd2 inh: inconclusive

What do the screens show for `Cc1ccc(CCNC(=O)CS(=O)Cc2nc(-c3ccccc3C)oc2C)cc1` (configuration not stated)?
Pf Dd2 inh: 3.0%

What do the screens show for `COc1cc(CN2CCc3nc(N4CCN(c5ncccn5)CC4)ncc3C2)cc(OC)c1OC`?
Pf Dd2 inh: 7.94µM*

Results for COc1ccc(-c2cc(N3CCN(C(=O)c4ccc(C)nc4)CC3)n[nH]2)cc1 ?
Pf Dd2 inh: inactive

How did O=C1CCN(C(=O)C2CCN(S(=O)(=O)c3cccs3)CC2)CCCCCCN1 do in these assays?
Pf Dd2 inh: inconclusive

How did CC(C)C(=O)N1[C@H]2CC[C@@H]1c1cnc(-c3ccc(F)cc3)nc1C2 do in these assays?
Pf Dd2 inh: inactive

Source: PubChem (National Center for Advancing Translational Sciences (NCATS))

The list is partial, so the mix of outcomes need not match the whole.
